Screens as filed in PubChem BioAssay.
DT40 TDP1 no CPT – qHTS for Inhibitors of human tyrosyl-DNA phosphodiesterase 1 (TDP1): qHTS in cells in absence of CPT; DT40 Tdp1-/- hTDP1 cells, no CPT, ATP luminescence, 48 h; Potency, µM (doses to about 46.2 µM), inactives show at the top dose activity change, negative = growth inhibition, actives largely listed as inhibitors; actives 15% (n = 420,000); further: nearly all actives have a fitted effect of over 55% in size
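Camptothecin absent (DMSO only). Human TDP1-complemented DT40 knockout cells, 400 cells/well, 37 °C for minimum 48 hr; ATP measured via CellTiter-Glo, 30 min dark incubation, luminescence.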
DT40 TDP1 CPT – growth inhibition of DT40 Tdp1-/-;hTDP1 cells with camptothecin (screen for TDP1 inhibitors). Potency, µM (doses to about 46.2 µM), for the others: top-dose activity change, negative = growth inhibition, hits mostly inhibitors. actives 12% (n = 420,000). AID 686979. chicken DT40 Tdp1-/-;hTDP1 cells + 20 nM CPT, ATP luminescence, 48 h; further: nearly all actives have a fitted effect of over 55% in size
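Chicken DT40 Tdp1-/- cells complemented with human TDP1, 400 cells/well, exposed to compounds plus 20 nM camptothecin for at least 48 h at 37 C; viability read as ATP content by CellTiter-Glo luminescence.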
TDP1 block – inhibitors of human tyrosyl-DNA phosphodiesterase TDP1; actives 0.28% (n = 350,000); recombinant TDP1, AlphaScreen DNA substrate cleavage; Potency, µM (top dose mostly 130 µM), inactives show at the highest dose activity change, negative = inhibition, actives largely listed as inhibitors; AID 485290; further: nearly all actives have a fitted effect of over 40% in size
Target sequence (Q9NUW8 whole entry, looked up): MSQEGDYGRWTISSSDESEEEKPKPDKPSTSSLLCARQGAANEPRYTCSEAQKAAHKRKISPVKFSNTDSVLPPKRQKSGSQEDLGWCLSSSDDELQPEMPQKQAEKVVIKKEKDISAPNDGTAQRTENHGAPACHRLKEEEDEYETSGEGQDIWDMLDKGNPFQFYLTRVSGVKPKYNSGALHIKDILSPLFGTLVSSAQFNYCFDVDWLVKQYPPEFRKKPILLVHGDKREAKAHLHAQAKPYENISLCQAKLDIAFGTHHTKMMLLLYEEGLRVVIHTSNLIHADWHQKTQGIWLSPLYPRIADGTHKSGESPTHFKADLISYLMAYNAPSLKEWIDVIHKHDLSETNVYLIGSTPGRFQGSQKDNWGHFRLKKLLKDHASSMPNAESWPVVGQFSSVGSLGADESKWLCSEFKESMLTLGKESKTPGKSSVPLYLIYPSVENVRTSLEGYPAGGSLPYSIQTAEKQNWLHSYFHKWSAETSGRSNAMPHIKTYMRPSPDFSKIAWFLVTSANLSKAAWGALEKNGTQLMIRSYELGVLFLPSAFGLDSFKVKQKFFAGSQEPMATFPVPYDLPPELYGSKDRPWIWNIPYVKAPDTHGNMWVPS
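Enzyme-compound mixtures sat 15 min at room temperature, followed by a 5 min reaction with 15 nM final substrate and 10 min with AlphaScreen beads. Recombinant human Tdp1 was used at 1 nM final.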
The depositor's hits bear a star; ? = inconclusive; / = no result given; [ ] = dose if it differs, or a comment. The call rests on the fitted dose curve; in most records, active means well fitted curve in the direction sought with a large enough effect; inconclusive means small, poorly fitted or top-dose-only effect, or another doubt; inactive means no such curve, though single readings can be large; an effect the other way counts as inactive or inconclusive. On the % scale 0 is the no-effect control and ±100 the full control effect; potency means the concentration at half of the fitted maximal effect. Not a hit list. Share with any hit: about 18%.

SMILES	DT40 TDP1 no CPT	DT40 TDP1 CPT	TDP1 block
OC(CNCC1COc2ccccc2O1)COc1ccc(Cl)cc1 (stereo not drawn)	-1.0%	-18.0%	3.4%
COc1ccc(CN(Cc2nc3ccccc3c(=O)[nH]2)C(=O)C(C)(C)C)cc1	?	?	2.0%
CC(C)(C)NC(=O)COC(=O)c1nsc(Cl)c1Cl	3.2%	-2.6%	0.0%
CC1(C)CC(NC(=O)C2CCCCC2C(=O)O)CC(C)(C)N1 (stereo not drawn)	9.6%	5.2%	0.0%
O=C(CCCN1C(=O)/C(=C/c2ccccc2Cl)SC1=S)N1CCCC1	20.6µM*	?	/
O=C(COC(=O)c1ccc2c(c1)OCO2)Nc1ccccc1OC(F)F	-15.8%	-10.2%	-1.7%
O=C(NC1(C(=O)O)CCCC1)c1ccccc1	-15.0%	4.4%	/
CCCCn1c(=N)n(CCOc2ccccc2OC)c2ccccc21	4.11µM*	2.91µM*	-1.1%
Cc1ccc(-n2nnc(-c3cnc4ccccc4c3)n2)cc1	-6.8%	-2.3%	9.0%
Cc1ccccc1NC(=O)CSc1nc(N)c(C#N)cc1C#N	-5.4%	-9.1%	3.5%
Cc1nn(C)cc1S(=O)(=O)N1CCN(Cc2ccc(F)cc2Cl)CC1	-10.1%	1.5%	-3.6%
COc1ccc(CNC(=O)CCNS(=O)(=O)c2ccc(Br)s2)cc1	-21.2%	-13.9%	-4.3%
CC(=O)Nc1ccc(OCC(O)CN2C(C)(C)CC(O)CC2(C)C)cc1 (stereo not drawn)	5.1%	5.8%	-2.6%
CCOc1ccc(N2C(=O)C3Sc4[nH]c(=O)sc4C(/C=C/c4ccccc4)C3C2=O)cc1 (stereo not drawn)	?	?	7.0%
O=C(NCCNC1CCCCC1)c1ccco1	-12.5%	0.7%	4.1%
Cc1ccc(C(=O)NC(=S)Nc2cccc(-c3nc4ccccc4s3)c2)cc1	-26.6%	?	0.6%
CCC[n+]1c(C)sc2c(OC)ccc(OC)c21	?	?	2.7%
COc1cc(C(=O)N/N=C(\C)c2ccc3c(c2)OCO3)cc(OC)c1OC	1.64µM*	1.64µM*	1.2%
CCN(CC)S(=O)(=O)N1CCN(S(=O)(=O)N2CCOCC2)CC1	3.7%	-8.1%	0.0%
Cc1noc(C)c1S(=O)(=O)Nc1ccc2c(c1)C(=O)N([C@H](C)CO)C[C@H](C)[C@@H](CN(C)C(=O)CCCN(C)C)OCCCC[C@@H](C)O2	-2.2%	-1.4%	/
COCCN1C=C2C(=O)C(C)(OC(=O)c3cccs3)C(=O)C=C2C=C1CCCC(=O)OC (stereo not drawn)	0.6%	-1.5%	2.1%[21 µM]
O=C(CCc1nnc2ccc(NCc3ccco3)nn12)N1CCN(c2ccccc2)CC1	-13.9%	-28.9%	-11.3%
CCCCOc1ccc(CSCCN)cc1Cl	18.4µM*	18.4µM*	7.0%
CC(C)CCNC(=O)C(c1ccco1)N(Cc1ccc(F)cc1)C(=O)c1snc(C(N)=O)c1N (stereo not drawn)	?	?	5.1%
CC(C)n1c(CCC(=O)O)ccc1-c1ccccc1	2.3%	3.6%	6.9%

Reformatted with two lines to a compound: entries from further up
Fields: DT40 TDP1 no CPT | DT40 TDP1 CPT | TDP1 block
- COc1ccc(CN(Cc2nc3ccccc3c(=O)[nH]2)C(=O)C(C)(C)C)cc1
→ ? | ? | 2.0%
- O=C(NC1(C(=O)O)CCCC1)c1ccccc1
→ -15.0% | 4.4% | /
- CCN(CC)S(=O)(=O)N1CCN(S(=O)(=O)N2CCOCC2)CC1
→ 3.7% | -8.1% | 0.0%

Further records.
SMILES	DT40 TDP1 no CPT	DT40 TDP1 CPT	TDP1 block
O=C1CCCN1CC(O)CS(=O)(=O)Cc1ccccc1 (stereo not drawn)	14.2%	4.6%	/
CN(C(=O)CSc1nc2ccc(NC(=O)c3ccccc3F)cc2s1)c1ccccc1	9.2µM*	14.6µM*	1.6%
O=S(=O)(NCCc1ccc(F)cc1)c1cccc2cccnc12	?	-15.1%	2.5%
COc1cccc(N2C(=O)C3NN=C(C(=O)CN4C(=O)c5ccccc5C4=O)C3C2=O)c1 (stereo not drawn)	-2.1%	1.4%	3.7%
COc1ccc(CC(=O)NCC(c2cccs2)S(=O)(=O)c2ccc(C)cc2)cc1 (stereo not drawn)	25.9µM*	?	5.2%
CC(C)=CCC[C@](C)(O)C1CC[C@]2(C)C1[C@H](O)CC1[C@@]3(C)CC[C@H](O[C@@H]4O[C@H](CO)[C@@H](O)[C@H](O)[C@H]4O[C@@H]4O[C@H](CO)[C@@H](O)[C@H](O)[C@H]4O)C(C)(C)C3CC[C@]12C (stereo partly drawn)	-18.1%	-17.4%	-2.2%
O=C(CSc1nc(=O)n2ccccc2n1)Nc1ccc2c(c1)OCO2	-26.8%	-10.3%	/
CCOC(=O)[C@]12CCCC=C1N(Cc1ccc3c(c1)OCO3)C(=O)[C@H](CC(=O)NCC1CCCCC1)C2	?	?	/
CCCCOc1cccc(-c2nnc(N)s2)c1	-12.6%	1.2%	2.2%
CCC(Sc1nc(C)cc(C)n1)C(=O)Nc1ccc(Cl)cn1 (stereo not drawn)	?	?	-1.1%
Cc1ccccc1OCc1nc(-c2ccc(-n3cccc3)cc2)no1	?	?	3.7%
CCOCCCNCc1cccc(OC)c1	-5.3%	-3.9%	0.0%
N/C(=N\OC(=O)Cc1cccs1)c1ccc(Cl)cc1	-5.0%	2.0%	/
COc1cccc(C(=O)CSc2nc3cccnc3n2C)c1	?	?	?
CC(C)C(C(=O)Nc1ccccc1)N1C(=O)c2ccccc2C1=O (stereo not drawn)	-16.3%	5.2%	2.6%
Cn1c(CNc2nc3ccccc3n2C)nc2ccccc21	1.0%	-19.1%	5.1%
Cc1ccc(NC(=O)CSc2nc(N)c3c4c(sc3n2)CSC(C)(C)C4)cc1	16.4µM*	23.1µM*	5.6%
CCOC(=O)c1ccc(NC(=O)C2CCN(S(=O)(=O)c3c(C)nn(C)c3C)CC2)cc1	-28.1%	-22.7%	/
O=C(Cc1ccccc1)Nc1cccc(-c2nnc(-c3ccco3)o2)c1	14.6µM*	?	-2.0%
O=C(Cn1cnc2c(cnn2-c2ccc(F)cc2)c1=O)NCC1CCCO1 (stereo not drawn)	0.8%	1.9%	1.1%
Cc1ccc(Sc2ncccc2C(=O)NCc2cc([N+](=O)[O-])ccc2O)cc1C	?	?	6.7%
COc1ccc2c(C)c(CCC(=O)NCCc3ccc(OC)c(OC)c3)c(=O)oc2c1	?	13µM*	2.5%
CC(=O)c1cccc(NC(=O)CN(C)S(=O)(=O)c2cccc3nsnc23)c1	-18.5%	-16.3%	2.7%
Cc1cc(C(=O)Nc2ccccc2Cl)n(-c2ccccc2)n1	-7.6%	?	/
Cc1ccc(Nc2nc(N)nc(CN3CCCCCC3)n2)cc1	?	?	8.2%
SMILES	DT40 TDP1 no CPT	DT40 TDP1 CPT	TDP1 block
Cc1nc(NCCN)c(C#N)c2c1COC(C)(C)C2	-19.8%	-10.5%	5.7%
Cc1ccc2c(C)c(C(=O)NCCN3CCOC3=O)oc2c1C	15.4%	-7.1%	0.1%
COc1cc(CNCc2ccncc2)cc(Br)c1OCc1ccccc1F	?	?	4.9%
CCCCN(C)C(=O)CNC(=O)c1nn(-c2ccc(OC)cc2OC)c(=O)c2ccccc12	-15.0%	13.2%	/
O=C(Nc1cccc(S(=O)(=O)N2CCCCCC2)c1)C1CCN(C(=O)c2ccc(F)cc2)CC1	?	?	4.9%
COc1ccc(Oc2c(C(F)(F)F)oc3c(CN4CCCC(C)C4)c(O)ccc3c2=O)cc1 (stereo not drawn)	?	?	4.2%
Cc1nnsc1C(=O)N1CCCC(C(=O)c2ccc(C(F)(F)F)cc2)C1 (stereo not drawn)	?	?	/
O=C(C[n+]1ccccc1)N/N=C/c1cc(Br)ccc1O	-22.3%	7.9%	/
Cc1cc2cc(CNC(=S)Nc3ccc(OC(F)(F)F)cc3)ccc2n1C	?	?	5.5%
O=C(COc1ccc(Cl)cc1)N(Cc1cccs1)C1CCS(=O)(=O)C1 (stereo not drawn)	?	-25.3%	/
CC(C)(C)c1ccc(COc2ccsc2C(=O)O)cc1	-0.1%	0.6%	0.5%
COc1ccc(NS(=O)(=O)c2ccc3c(c2)CCCN3C(C)=O)cc1	-26.8%	-22.2%	4.2%
COc1ccc(OCCSc2nc3ccccc3n2CCC(=O)O)cc1	-18.2%	-20.8%	/
COC(=O)CSc1nnc(-c2c[nH]c3ccccc23)o1	1.0%	0.9%	/
Oc1ccccc1-c1cc(-c2cccc(F)c2)n[nH]1	-12.6%	-19.3%	6.1%
COc1ccc(-c2c(C)oc3cc(O)cc(O)c3c2=O)cc1OC	-25.1%	-3.5%	0.0%
CCCN(CCC)C1Sc2ccc(C(=O)OC)cc2NC1=O (stereo not drawn)	-10.5%	-16.6%	3.9%
Cc1nnc(SC(C)C(=O)NC2CCCCC2C)n1N (stereo not drawn)	-12.3%	-3.6%	-0.3%
COC(=O)c1sccc1NC(=O)Nc1cccc(C)c1	1.5%	0.1%	/
C=CCNC(=O)c1cc(-c2ccc3c(c2)OCO3)on1	1.2%	-2.6%	/
COc1cc(/C=C/c2ccc3cccc(O)c3n2)cc(OC)c1OC	?	?	/
Cc1cc(Nc2ccccc2Cl)nc(-c2ccccc2O)n1	?	?	/
CC(CCc1ccccc1)NC(=O)Cc1ccc(Br)cc1 (stereo not drawn)	6.2%	0.8%	/
COc1ccc(Cl)cc1/C=N/NC(=O)c1c(-c2ccccc2)noc1C	10.8%	-5.6%	3.4%
Cc1ccc(OCCCC(=O)Nc2nncs2)cc1	-12.3%	-3.5%	4.1%

The last 3 compounds of the section before are carried over, then new ones follow.
SMILES	DT40 TDP1 no CPT	DT40 TDP1 CPT	TDP1 block
CC(CCc1ccccc1)NC(=O)Cc1ccc(Br)cc1 (stereo not drawn)	6.2%	0.8%	/
COc1ccc(Cl)cc1/C=N/NC(=O)c1c(-c2ccccc2)noc1C	10.8%	-5.6%	3.4%
Cc1ccc(OCCCC(=O)Nc2nncs2)cc1	-12.3%	-3.5%	4.1%
CCN(C(=O)C(C)Cl)c1ccccc1 (stereo not drawn)	4.1%	-0.4%	2.7%
CCN(Cc1ccccc1)c1ccc(/C=N/NS(=O)(=O)c2cccc([N+](=O)[O-])c2)cc1	-27.1%	-13.1%	10.7%
CCOc1ccc(NC(=O)N2CCN(c3nc4ccccc4s3)CC2)cc1	?	-27.8%	-1.0%
CCOc1ccc2nc(SCC(=O)c3ccc(O)cc3O)sc2c1	?	-16.0%	/
CSCCC(NC(=O)OCc1ccccc1)C(=O)NCc1cccnc1 (stereo not drawn)	5.8%	-21.1%	/
Cc1cc(NC(=O)c2ccccc2)nc(C)n1	11.1%	4.9%	0.0%
Cc1cccc(C2CC(c3ccccc3)=NN2c2ccc(S(N)(=O)=O)cc2)c1 (stereo not drawn)	?	?	/
Cc1cc(C(=O)Cn2nc(C(=O)O)c3ccccc3c2=O)c(C)n1CCc1ccc(F)cc1	?	16.4µM*	8.2%
CCn1c(=O)c(C(=O)CN2CCN(S(=O)(=O)c3ccccc3)CC2)c(N)n(Cc2ccccc2)c1=O	-27.3%	?	0.0%
O=C(CSc1nncn1-c1ccccc1)Nc1cc(F)ccc1F	-0.9%	-4.9%	-0.4%
Cc1ccc(C)c(NC(=O)COC(=O)COc2cccc3c2OC(C)(C)C3)c1	0.4%	13.1%	/
O=C(COC(=O)c1cc([N+](=O)[O-])ccc1N1CCOCC1)NCCc1ccccc1	-15.3%	7.0%	1.2%
CCCSC(=O)N(CC)CC(=O)Nc1c(CC)cccc1CC	-11.0%	-7.4%	1.6%
COc1cc([N+](=O)[O-])ccc1NC(=O)C1CCCN(S(C)(=O)=O)C1 (stereo not drawn)	10.8%	-8.3%	1.6%[56.1 µM]
CC1(NC(=O)c2cc(S(=O)(=O)N3CCCCC3)ccc2Cl)CCS(=O)(=O)C1 (stereo not drawn)	-8.8%	-13.4%	-0.5%
COC(=O)c1ccsc1NC(=O)CCS(=O)(=O)c1ccccc1	?	?	6.4%
O=C1CCCC(O)=C1Sc1ccccc1C(=O)O	-20.6%	-26.4%	/
CCOC(=O)c1ccc(NC(=O)c2cn(-c3ccccc3)nc2-c2ccc(Br)cc2)cc1	?	?	-2.2%[12.3 µM]
c1ccc(CNc2ccnc(-c3cccnc3)n2)cc1	-23.6%	-27.2%	/
CC1CCCN(CC(=O)Nc2ccc(S(=O)(=O)N3CCCCC3)cc2)C1 (stereo not drawn)	-24.9%	?	-6.2%[56.1 µM]
COc1ccccc1OCCCCCNCCO	-8.6%	-14.4%	2.1%
COc1ccc(S(=O)(=O)Cc2ccc(C(=O)NCc3ccccc3OC)o2)cc1	-23.7%	20.6µM*	11.7%
CC(CC(=O)NC1CCCC1)c1ccccc1 (stereo not drawn)	-2.3%	3.0%	-3.8%
CCCCNC(=O)n1c(SC)nc2ccccc21	-29.1%	?	2.3%
